Screening results from PubChem BioAssay.
Pf apPOL inh – Pf-apPOL DNA polymerase inhibition; Recombinant Pf-apPOL, molecular beacon fluorescence, 1.5 h; inhibition, % at 10 µM; 210,000 tested, 0.25% active
mHTT CaM bind – disrupts binding of mutant huntingtin to calmodulin | P42858 | AlphaScreen His-mHTT/GST-CaM binding, luminescence | inhibition, % at 15 µM | 190,000 tested, 3.6% active;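 also: 0% = both proteins with DMSO and 100% = one protein alone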
Target sequence (P42858 whole entry, looked up, stated change not applied): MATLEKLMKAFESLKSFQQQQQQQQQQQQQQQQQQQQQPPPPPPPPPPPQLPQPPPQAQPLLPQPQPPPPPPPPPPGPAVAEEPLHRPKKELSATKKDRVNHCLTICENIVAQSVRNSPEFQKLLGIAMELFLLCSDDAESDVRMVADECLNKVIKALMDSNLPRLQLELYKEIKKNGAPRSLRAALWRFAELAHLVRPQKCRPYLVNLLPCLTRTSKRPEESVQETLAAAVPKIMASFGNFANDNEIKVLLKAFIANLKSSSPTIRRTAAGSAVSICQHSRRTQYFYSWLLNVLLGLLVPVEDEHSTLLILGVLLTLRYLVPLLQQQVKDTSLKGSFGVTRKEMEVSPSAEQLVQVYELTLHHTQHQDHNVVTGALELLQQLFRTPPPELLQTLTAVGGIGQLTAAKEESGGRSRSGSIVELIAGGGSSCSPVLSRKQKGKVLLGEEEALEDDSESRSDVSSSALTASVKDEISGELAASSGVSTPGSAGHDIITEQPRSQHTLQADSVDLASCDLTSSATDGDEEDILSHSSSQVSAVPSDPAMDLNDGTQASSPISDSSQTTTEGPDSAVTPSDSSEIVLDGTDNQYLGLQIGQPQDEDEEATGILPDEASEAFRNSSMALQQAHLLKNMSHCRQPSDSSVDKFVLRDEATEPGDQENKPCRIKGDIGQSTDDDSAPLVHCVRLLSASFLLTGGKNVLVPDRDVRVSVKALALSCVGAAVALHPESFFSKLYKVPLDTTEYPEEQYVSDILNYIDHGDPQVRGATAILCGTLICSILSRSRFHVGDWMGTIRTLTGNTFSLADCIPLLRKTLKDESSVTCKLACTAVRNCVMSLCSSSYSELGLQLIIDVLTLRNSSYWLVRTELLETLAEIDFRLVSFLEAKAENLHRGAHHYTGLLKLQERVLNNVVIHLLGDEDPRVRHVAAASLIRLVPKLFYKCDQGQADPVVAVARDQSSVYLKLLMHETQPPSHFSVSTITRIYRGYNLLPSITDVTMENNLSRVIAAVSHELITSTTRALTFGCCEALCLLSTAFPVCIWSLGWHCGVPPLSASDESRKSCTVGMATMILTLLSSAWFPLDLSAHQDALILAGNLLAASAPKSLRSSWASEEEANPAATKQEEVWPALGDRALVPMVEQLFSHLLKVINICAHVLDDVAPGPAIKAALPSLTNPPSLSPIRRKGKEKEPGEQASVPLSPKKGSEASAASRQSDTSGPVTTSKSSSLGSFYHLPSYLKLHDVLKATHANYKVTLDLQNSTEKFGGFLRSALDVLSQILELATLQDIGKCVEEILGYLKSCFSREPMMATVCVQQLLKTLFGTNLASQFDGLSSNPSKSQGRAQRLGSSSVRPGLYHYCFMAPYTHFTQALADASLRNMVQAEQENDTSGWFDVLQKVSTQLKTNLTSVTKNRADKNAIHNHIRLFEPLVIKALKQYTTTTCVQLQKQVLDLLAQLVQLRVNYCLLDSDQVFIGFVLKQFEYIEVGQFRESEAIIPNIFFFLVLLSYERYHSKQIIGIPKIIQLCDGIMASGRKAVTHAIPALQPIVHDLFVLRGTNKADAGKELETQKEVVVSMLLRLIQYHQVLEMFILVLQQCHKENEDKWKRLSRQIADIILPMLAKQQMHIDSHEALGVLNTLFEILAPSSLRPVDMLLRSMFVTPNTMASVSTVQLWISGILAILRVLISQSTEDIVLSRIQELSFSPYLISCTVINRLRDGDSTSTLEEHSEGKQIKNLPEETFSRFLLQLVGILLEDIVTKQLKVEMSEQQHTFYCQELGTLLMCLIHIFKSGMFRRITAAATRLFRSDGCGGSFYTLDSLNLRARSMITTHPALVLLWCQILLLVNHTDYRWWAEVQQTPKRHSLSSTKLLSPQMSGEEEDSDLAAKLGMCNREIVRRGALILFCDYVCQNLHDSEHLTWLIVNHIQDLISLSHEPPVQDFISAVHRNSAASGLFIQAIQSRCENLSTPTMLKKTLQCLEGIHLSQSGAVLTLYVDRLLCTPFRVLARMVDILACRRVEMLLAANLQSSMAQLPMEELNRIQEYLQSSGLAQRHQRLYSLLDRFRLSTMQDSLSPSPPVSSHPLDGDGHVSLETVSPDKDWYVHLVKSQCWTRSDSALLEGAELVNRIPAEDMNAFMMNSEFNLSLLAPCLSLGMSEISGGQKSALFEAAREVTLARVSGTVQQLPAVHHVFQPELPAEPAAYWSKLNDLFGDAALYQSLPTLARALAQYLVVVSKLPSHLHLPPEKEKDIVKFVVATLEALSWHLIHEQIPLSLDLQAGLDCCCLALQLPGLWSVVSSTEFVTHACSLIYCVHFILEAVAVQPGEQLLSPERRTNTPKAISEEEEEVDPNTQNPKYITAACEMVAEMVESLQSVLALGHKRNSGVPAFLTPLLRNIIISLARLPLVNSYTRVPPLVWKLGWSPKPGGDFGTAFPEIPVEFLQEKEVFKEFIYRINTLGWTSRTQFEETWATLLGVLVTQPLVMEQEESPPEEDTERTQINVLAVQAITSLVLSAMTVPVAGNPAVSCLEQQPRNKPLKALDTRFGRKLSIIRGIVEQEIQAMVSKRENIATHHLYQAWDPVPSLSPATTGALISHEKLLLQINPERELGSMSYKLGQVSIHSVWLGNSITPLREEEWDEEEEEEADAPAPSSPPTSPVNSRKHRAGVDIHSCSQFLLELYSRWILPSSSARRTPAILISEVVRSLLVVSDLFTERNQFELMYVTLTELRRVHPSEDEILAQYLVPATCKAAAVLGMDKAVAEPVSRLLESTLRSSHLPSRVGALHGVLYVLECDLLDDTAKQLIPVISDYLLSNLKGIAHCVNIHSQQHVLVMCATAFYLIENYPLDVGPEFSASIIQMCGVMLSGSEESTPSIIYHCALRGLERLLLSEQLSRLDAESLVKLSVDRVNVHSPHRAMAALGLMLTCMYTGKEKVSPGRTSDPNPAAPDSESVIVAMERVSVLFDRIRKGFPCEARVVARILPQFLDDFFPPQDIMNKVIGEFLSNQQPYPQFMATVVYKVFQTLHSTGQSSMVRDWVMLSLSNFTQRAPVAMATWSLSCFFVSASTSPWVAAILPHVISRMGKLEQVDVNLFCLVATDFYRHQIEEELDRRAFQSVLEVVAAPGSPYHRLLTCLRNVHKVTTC
* marks the source's active call; other numbers are inactive results; nt = no result given; & = joins results of further samples. Rule as the data show it: active = inhibition above about 50%; inactive = the rest. A portion of the library. The share of hits here may be higher or lower than overall.

cpd	Molecule	Pf apPOL inh	mHTT CaM bind
1	O=C(Cc1c[nH]c2ncccc12)NCc1ccccc1Cl	-0.7	-13.5
2	CCc1cccc(NS(=O)(=O)c2cc(Br)cc3c2N(C(=O)C2CC2)CC3)c1	-5.0	6.0
3	O=C(Nc1ccc(NC(=O)c2cccnc2Cl)cc1)c1ccco1	0.0	0.0
4	CC(=O)c1ccc(N2C(=O)c3ccc(Oc4ccc([N+](=O)[O-])cc4[N+](=O)[O-])cc3C2=O)cc1	-1.3	26.0
5	O=C(Nc1ccccc1F)C1CC(=O)N(c2ccc(Br)cc2)C1 (configuration not stated)	0.0	1.8
6	COc1ccc(NC(=O)CC(C(=O)O)N2CCCCC2)cc1Cl (configuration not stated)	-2.2	-2.0
7	COCCN=C1Nc2ccccc2CNC12CCN(C(=O)c1cc(F)ccc1F)C2 (configuration not stated)	-3.3	16.5
8	COc1ccc(-c2cc(C(=O)N3CCCC3c3cc(C(C)C)no3)on2)cc1 (configuration not stated)	-0.9	0.9
9	COc1ccc(NC(=O)C2=C(C)NC(=O)NC2c2cccc(OC)c2)cc1 (configuration not stated)	0.4	3.8
10	CCOc1ccc(C(=O)Nc2ccc3nn(-c4ccc(OC)c(Cl)c4)nc3c2)cc1[N+](=O)[O-]	1.2	3.0

cpd	Molecule	Pf apPOL inh	mHTT CaM bind
11	O=C(NCC1OCCc2ccccc21)c1ccc(Cl)cc1Cl (configuration not stated)	-5.1	-8.0
12	O=C(Cn1cnc2c(-c3ccc(Cl)cc3)csc2c1=O)Nc1ccccc1	-3.7	7.2
13	COc1cc(OC)cc(C(=O)N2CCC3(C2)NCc2ccccc2NC3=NC2CCCC2)c1 (configuration not stated)	-2.8	3.1
14	O=S(=O)(NC1CCCCC1)c1cccc2nsnc12	-2.4	-2.2
15	CSc1nncc(-c2ccc(Cl)cc2)n1	-1.8	nt
16	CCc1ccc(NC(=O)c2ccc(SCCN3CCOCC3)nc2)cc1	-6.1	-6.6
17	CCOc1cccc(CNC(=O)C2CC(=O)N(c3ccc4oc(C)nc4c3)C2)c1 (configuration not stated)	-0.4	5.5
18	Cc1ccc(CNC(=O)C2CCN(c3cncnc3N3CCOCC3)CC2)o1	4.5	6.1
19	Cc1ccc(N(Cc2ccc(C(=O)NCCSC(C)(C)C)cc2)S(C)(=O)=O)cc1C	7.6	-1.1
20	Cc1ccc(N=Cc2nc(-c3ccco3)oc2O)cc1	-0.5	15.0

cpd	Molecule	Pf apPOL inh	mHTT CaM bind
21	CCS(=O)(=O)N1CC(c2nc(-c3cccnc3)no2)C2(CCOCC2)C1 (configuration not stated)	-1.2	-0.7
22	O=C(CCCl)N1CCC2(CC1)SCC(=O)N2c1ccc(F)cc1	-3.5	-2.0
23	Cc1cc(C)n(-c2ccc(N3CCCC(C(=O)Nc4ccc(-n5cnnn5)cc4)C3)nn2)n1 (configuration not stated)	2.6	-14.4
24	COc1ccc(Cc2nnc(SC)[nH]c2=O)cc1OC	-13.5	-2.0
25	O=C(c1csc(COc2cccc(F)c2)n1)N1CCCC1	1.7	3.4
26	COC(=O)c1cscc1NC(=O)CC(CC(=O)O)c1ccccc1 (configuration not stated)	3.7	nt
27	CC(C)CNc1cnn(C)c(=O)c1Cl	-0.5	-4.4
28	Cc1nc2sccn2c1-c1csc(Nc2ccc([N+](=O)[O-])cc2)n1	-1.1	10.0
29	COC(=O)C(C)Oc1ccc2c(=O)c(-c3ccccc3)c(C)oc2c1 (configuration not stated)	-10.8	6.7
30	O=C(NC1CCS(=O)(=O)C1)C1CCCC1 (configuration not stated)	-1.2	-4.8

cpd	Molecule	Pf apPOL inh	mHTT CaM bind
31	CCOc1ccc(CN2CCc3nc(Nc4ccccc4OC)ncc3C2)cc1OC	-2.2	18.2
32	O=C(OCc1ccccc1)C1C2C=CC3(CN(c4ccccc4Br)C(=O)C13)O2 (configuration not stated)	0.6	13.5
33	COc1ccc(C(=O)NCc2ccc3c(c2)OCO3)nn1	-4.0	-5.7
34	C#CCOc1ccc(C2CC(=O)Nc3c2c(C)nn3-c2nc3ccccc3s2)cc1 (configuration not stated)	-0.8	-6.3
35	CCOc1ccccc1Oc1coc2cc(O)ccc2c1=O	-5.7	0.2
36	Cc1ccc(NC(=O)c2csc3c2CCCC3)cc1	0.7	-11.4
37	Cc1cc(O)c(NC(=O)c2ccccc2C)cc1C	-5.9	-0.3
38	CCCCC#Cc1ccc(C(=O)NN=Cc2ccccc2)o1	2.5	nt
39	COc1cccc(-c2cn3c(n2)N(C(=O)c2ccoc2)CCC3)c1	-2.3	14.8
40	Cc1ccc(N2C=C(C(=O)N3CCOCC3)S(=O)(=O)c3ccccc32)cc1Cl	2.4	-3.5

cpd	Molecule	Pf apPOL inh	mHTT CaM bind
41	O=[N+]([O-])c1cc(C=Nc2ccc(-c3nc4ncccc4o3)cc2)ccc1Cl	-0.8	11.0
42	CCCc1nnc(NC(=O)c2ccc3[nH]c(C)cc(=O)c3c2)s1	3.2	-3.9
43	Cc1cc(Br)ccc1NC(=O)CCn1c(=O)oc2ccccc21	-5.0	-9.3
44	CCOc1ccc2nc(SCCN(C)C)[nH]c2c1	0.4	-0.3
45	O=C1ON=C2C3CC4CC12CC1(C3)C(=O)ON=C41	-5.1	-2.3
46	COc1cccc(N(CC(=O)Nc2ccc(F)cc2F)S(=O)(=O)c2ccccc2)c1	0.7	0.1
47	Oc1ccc(Cl)cc1/C=C/c1ccc2cccc(O)c2n1	7.8	100.3*
48	O=c1c(CN2CCc3ccccc3C2)coc2ccccc12	-8.9	1.3
49	Cc1nc(-c2ccncc2)nc2c1CC(=O)N2Cc1cccnc1	-23.4	22.2
50	CCc1ccc(OCCCC(=O)O)cc1	-5.4	0.7

cpd	Molecule	Pf apPOL inh	mHTT CaM bind
51	CCOc1ccc(C2=C/C(=C/c3ccc4c(c3)OCO4)C(=O)O2)cc1	16.1	4.0
52	O=C(N1CCCC1)C1(S(=O)(=O)c2ccc(Cl)cc2)CC1	-3.2	-3.0
53	Cc1ccc(-n2sc(=O)n(Cc3ccc(F)cc3)c2=O)cc1	2.0	nt
54	O=C1CC(c2ccc(Cl)cc2)Cc2c1cnn2-c1nc2ccccc2s1 (configuration not stated)	-6.6	2.4
55	CC(=O)NC1=NN(C(C)=O)C(c2c(C)n(C)c(=O)n(C)c2=O)S1 (configuration not stated)	-6.9	-4.0
56	CS(=O)(=O)N1CCN(C(=O)C2COCC(=O)N2Cc2ccccc2)CC1 (configuration not stated)	0.8	4.2
57	COc1ccc(C2(C(=O)Nc3ccc(F)cc3)CCOCC2)cc1OC	-6.9	1.0
58	CC(C)C(=O)Nc1ccc(N2CCCN(C(=O)c3ccc(Cl)cc3)CC2)nc1	-4.3	-1.1
59	O=C(Nc1c2c(nn1-c1ccc(F)cc1)CS(=O)(=O)C2)C1(c2ccc(Cl)cc2)CCCC1	-0.7	-3.0
60	CCOc1ccccc1NC(=O)C(NS(=O)(=O)c1cccs1)C(C)C (configuration not stated)	-8.3	-4.0

cpd	Molecule	Pf apPOL inh	mHTT CaM bind
61	FC(F)(F)c1cc(NN=C2CCSc3sccc32)cc(C(F)(F)F)c1	6.1&0.4	nt
62	O=C(c1ccc(-c2ccccc2)cc1)N1CCN(C(=O)c2cccs2)CC1	-7.2	1.0
63	COc1cccc2c(=O)n(CC(=O)Nc3cccc(C(F)(F)F)c3)ccc12	0.0	-6.2
64	O=C(CSc1cc(N2CCCC2)ncn1)Nc1ccccc1Cl	-8.5	-9.2
65	Cc1cccc(N=C/C=C/c2ccc([N+](=O)[O-])cc2)c1	-4.4	72.0*
66	O=C(C1CCN(S(=O)(=O)c2ccc(Br)s2)CC1)N1CCCCCC1	-7.5	-6.0
67	Cc1ccc(NC(=O)N2CCC(N3CCN(Cc4ccc(F)cc4)C3=O)CC2)cc1	-4.4	11.8
68	CCCN1CCC(=O)N(CCO)CC1	-3.8&0.1	-7.5&6.5
69	O=C(COc1ccccc1C(=O)Nc1ccc(Cl)cn1)c1ccc(Br)cc1	-11.4	-2.4
70	CNC(=O)OCc1ccc(-c2ccc(Cl)cc2)o1	-2.0	24.9

Whole records, looked up by structure. Order of screens: Pf apPOL inh, mHTT CaM bind
Results for Cc1ccc(NC(=O)N2CCC(N3CCN(Cc4ccc(F)cc4)C3=O)CC2)cc1 : -4.4, 11.8
Results for COc1cccc2c(=O)n(CC(=O)Nc3cccc(C(F)(F)F)c3)ccc12 : 0.0, -6.2

Next records
cpd	Molecule	Pf apPOL inh	mHTT CaM bind
71	COc1ccccc1-c1coc2cc(OC(=O)c3cc(OC)c(OC)c(OC)c3)ccc2c1=O	-6.6	1.6
72	N#Cc1ccccc1NC(=O)C(=O)NCC1CCN(Cc2ccco2)CC1	-4.7	0.3
73	O=C1C(=O)N(c2ncccn2)C(c2ccc(F)cc2)C1=C(O)c1ccc(F)cc1 (configuration not stated)	-8.4	0.7
74	Cc1ccc(C)c(NS(=O)(=O)c2cn(C)c3ncccc23)c1	91.2*	54.6*
75	CC(C)CC(=O)Nc1ccc2c(c1)C(N(C)C(C)C)=Nc1ccccc1O2	-2.9	7.6
76	COc1cc(C(=O)N2CCCCCC2)cc(OC)c1OC	-1.9	-1.1
77	O=C(CN1CCN(Cc2nc3ccccc3n2Cc2ccccc2)CC1)NCC1CCCO1 (configuration not stated)	-13.6	-1.6
78	CC1=C(C(=O)OC(C)C)C(c2cccs2)NC(=O)N1 (configuration not stated)	-3.2	-3.2
79	O=C(C1=C(O)C(=O)N(CCCn2ccnc2)C1c1cccc([N+](=O)[O-])c1)c1cccs1 (configuration not stated)	2.3&10.4	-0.4&10.7
80	COc1ccc(-n2nc(C(=O)N(C)c3ccc(C(C)C)cc3)c3ccccc3c2=O)c(OC)c1	0.5	40.0

cpd	Molecule	Pf apPOL inh	mHTT CaM bind
81	Cc1ccc(/C=C(\C#N)c2nc(-c3ccc([N+](=O)[O-])cc3)cs2)cc1	-3.6	-4.7
82	O=C(O)C12CC3CC(CC(O)(C3)C1)C2	-11.6	-4.4&-4.6
83	CC(=O)N1CCC(c2ccn3ncc(C(=O)N4CCOCC4)c3c2)CC1	-5.9	-1.9
84	O=C1OC(c2ccccc2)=C/C1=C/c1ccc(Cl)cc1	0.6	8.0
85	CCCCC(=O)Nc1ccc(NC(=O)c2ccc(C(C)C)cc2)cc1OC	-4.5	0.9
86	Nc1cc(SCc2cccnc2)nc(N)n1	nt	-6.6
87	COc1ccc(CCS(=O)(=O)NCC2(O)CCc3ccccc32)cc1 (configuration not stated)	-9.1	-3.7
88	O=C(O)CCCCc1nc2ccccc2[nH]1	-0.5	-1.8
89	CN(C)CCNC(=O)C1CCc2sc(C(=O)N3CCOCC3)cc2C1 (configuration not stated)	-5.4	-0.7
90	O=C(CSc1nc2ccccc2o1)OCc1cc(-c2ccco2)on1	24.4	43.2

cpd	Molecule	Pf apPOL inh	mHTT CaM bind
91	CC1CCCCN1C(=O)c1ccccc1NS(=O)(=O)c1ccc(F)cc1 (configuration not stated)	3.9	2.6
92	O=C(Nc1[nH]c2cc([N+](=O)[O-])ccc2c1-c1ccccc1)c1cccs1	-4.1	nt
93	O=S(=O)(NCCc1csc(-c2ccc(F)cc2)n1)c1cccs1	-1.7	-7.8
94	CC(C)C(=O)N1CCCC(COc2ccc(C(=O)N3CCOCC3)cc2)C1 (configuration not stated)	-3.5	-1.2
95	COc1cccc(NC(=O)CCCOc2cccc(C)c2)c1	-9.9	-11.0

Entries shown so far containing a thiophene ring, fused or not (12):
cpd	Molecule	Pf apPOL inh	mHTT CaM bind
12	O=C(Cn1cnc2c(-c3ccc(Cl)cc3)csc2c1=O)Nc1ccccc1	-3.7	7.2
26	COC(=O)c1cscc1NC(=O)CC(CC(=O)O)c1ccccc1 (configuration not stated)	3.7	nt
36	Cc1ccc(NC(=O)c2csc3c2CCCC3)cc1	0.7	-11.4
60	CCOc1ccccc1NC(=O)C(NS(=O)(=O)c1cccs1)C(C)C (configuration not stated)	-8.3	-4.0
61	FC(F)(F)c1cc(NN=C2CCSc3sccc32)cc(C(F)(F)F)c1	6.1&0.4	nt
62	O=C(c1ccc(-c2ccccc2)cc1)N1CCN(C(=O)c2cccs2)CC1	-7.2	1.0
66	O=C(C1CCN(S(=O)(=O)c2ccc(Br)s2)CC1)N1CCCCCC1	-7.5	-6.0
78	CC1=C(C(=O)OC(C)C)C(c2cccs2)NC(=O)N1 (configuration not stated)	-3.2	-3.2
79	O=C(C1=C(O)C(=O)N(CCCn2ccnc2)C1c1cccc([N+](=O)[O-])c1)c1cccs1 (configuration not stated)	2.3&10.4	-0.4&10.7
89	CN(C)CCNC(=O)C1CCc2sc(C(=O)N3CCOCC3)cc2C1 (configuration not stated)	-5.4	-0.7
92	O=C(Nc1[nH]c2cc([N+](=O)[O-])ccc2c1-c1ccccc1)c1cccs1	-4.1	nt
93	O=S(=O)(NCCc1csc(-c2ccc(F)cc2)n1)c1cccs1	-1.7	-7.8
